IL-2 act: qHTS of IL-2 Activators; IL-2 activation reporter assay, cell-based qHTS; stimulated with anti-CD3/CD4/CD28 beads; in transgenic mouse T cells; activation, % (series mostly up to about 46 µM); 360,000 compounds, 0.065% hits; in the data active means activation above about 50%; inconclusive means mostly about 30% to 49%; further: 0% is about no effect
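EGFP and DsRed fluorescence is measured by plate cytometry in unstimulated transgenic mouse T cells exposed to compound for 60 minutes, then stimulated 18 hours at 37 degrees C with anti-CD3/anti-CD4 beads plus anti-CD28.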
EPAC1 agonist: qHTS for Agonist of cAMP-regulated guanine nucleotide exchange factor 3 (EPAC1): primary screen; Rap guanine nucleotide exchange factor 3 (Homo sapiens), O95398; EPAC1 agonist qHTS, biochemical assay; response scale: 100% = response to 6.5 mM cAMP; Potency, µM (titrated, usually from 154 µM), for inactives: top-dose activation, most hits filed as activators; 360,000 compounds, 0.073% hits; AID 720707, 2013; further: potency means the concentration at half of the fitted maximal effect; nearly all actives have a fitted effect of over 60% in size
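Nucleotide exchange by EPAC1 (100 nM) on Rap1B–BODIPY-GDP (250 nM) in the presence of 50 uM GDP is tracked fluorescently at 480/540 nm over 30 min. Signals are normalized to a 6.5 mM cAMP control.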
WRN inhibitor: qHTS for Inhibitors of WRN Helicase | WRN helicase unwinding, fluorescent forked duplex, kinetic | Bifunctional 3'-5' exonuclease/ATP-dependent helicase WRN (Homo sapiens), Q14191 | AID 651768, 2012 | 360,000 compounds, 0.46% hits | Potency, µM (top dose mostly 114 µM), inactives show at the highest dose activity change, negative = inhibition, usual class: inhibitors; further: potency means the concentration at half of the fitted maximal effect; on the % scale 0 is the no-effect control and ±100 the full control effect; nearly all actives have a fitted effect of over 55% in size
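Screening of the MLSMR collection measured strand separation of a quenched forked DNA duplex (100 nM) by 20 nM WRN with 2 mM ATP, all final. Compounds were preincubated with enzyme 15 min at room temperature.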
PLK1 PBD block: qHTS for Inhibitors of PLK1-PDB (polo-like kinase 1 - polo-box domain): Primary Screen | Serine/threonine-protein kinase PLK1 (Homo sapiens), P53350 | Plk1 PBD binding of FITC phosphopeptide, fluorescence polarization | Potency, µM, inactives show max response, negative = inhibition, usual class: inhibitors | 360,000 compounds, 2.8% hits | AID 720504, 2013; further: potency means the concentration at half of the fitted maximal effect; series mostly up to about 57 µM; on the % scale 0 is the no-effect control and ±100 the full control effect; nearly all actives have a fitted effect of over 65% in size
Target sequence (P53350 whole entry, looked up, the tested form may be a part): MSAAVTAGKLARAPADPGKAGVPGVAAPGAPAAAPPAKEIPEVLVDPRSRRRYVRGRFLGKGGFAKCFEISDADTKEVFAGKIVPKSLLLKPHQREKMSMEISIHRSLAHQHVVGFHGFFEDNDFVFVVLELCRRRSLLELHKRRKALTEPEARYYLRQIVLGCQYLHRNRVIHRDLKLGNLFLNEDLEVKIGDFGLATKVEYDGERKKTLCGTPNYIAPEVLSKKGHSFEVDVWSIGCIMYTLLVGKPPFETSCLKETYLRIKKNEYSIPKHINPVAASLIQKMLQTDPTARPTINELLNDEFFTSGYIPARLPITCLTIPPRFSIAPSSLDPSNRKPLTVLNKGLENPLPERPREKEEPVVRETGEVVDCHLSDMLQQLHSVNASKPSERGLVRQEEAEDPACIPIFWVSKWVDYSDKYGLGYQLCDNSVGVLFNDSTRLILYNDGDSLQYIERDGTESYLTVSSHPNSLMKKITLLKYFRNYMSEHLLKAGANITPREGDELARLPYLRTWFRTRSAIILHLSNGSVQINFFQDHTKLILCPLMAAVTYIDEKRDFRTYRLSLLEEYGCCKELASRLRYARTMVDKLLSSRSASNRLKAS
EPAC1 antagonist: qHTS for Antagonist of cAMP-regulated guanine nucleotide exchange factor 3 (EPAC1): primary screen. 360,000 compounds, 0.14% hits. Rap guanine nucleotide exchange factor 3 (Homo sapiens), O95398. AID 720709, 2013. EPAC1 GEF assay, Rap1b-BODIPY-GDP exchange fluorescence. Potency, µM (top dose mostly 115 µM), without a hit: at the highest dose activity change, negative = inhibition, hits mostly inhibitors;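 further: potency means the concentration at half of the fitted maximal effect; plate controls were vehicle for no effect and positive control for full effect; nearly all actives have a fitted effect of over 50% in size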
CCT chaperon mod: High-Throughput Screening for Modulators of Cytosolic Chaperonin Activity | purified chaperonin ATPase assay, HTRF ADP detection, 30 min | activity change, % (concentration not given with the values), hits read low | 360,000 compounds, 0.3% hits | AID 651819, 2012; in the data active means activity change below about -30%; further: on the % scale 0 is the no-effect control and ±100 the full control effect
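Enzyme 40 or 20 nM (batch-dependent) in Tris pH 7.4/KCl/MgCl2/DTT; cpd 76 uM single point; ATP 10 uM; 30 min 37 °C; Transcreener ADP HTRF detection, 30 min RT; ratio 665/615.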
EPAC2 ag: qHTS for Agonist of cAMP-regulated guanine nucleotide exchange factor 4 (EPAC2): primary screen | Rap guanine nucleotide exchange factor 4 (Homo sapiens), Q8WZA2 | EPAC2 activation, biochemical qHTS; response scale: 100% = 6.5 mM cAMP response | Potency, µM (highest dose often 154 µM), without a hit: at the highest dose activation, hits mostly activators | 360,000 compounds, 0.079% hits; further: potency means the concentration at half of the fitted maximal effect; nearly all actives have a fitted effect of over 50% in size
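Guanine nucleotide exchange by EPAC2 is measured as reduced fluorescence of BODIPY-GDP once it is released from 250 nM Rap1B. Plates are read kinetically for 30 min at room temperature; results are scaled to 6.5 mM cAMP.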
PI5P4K alpha inh: qHTS for Inhibitors of phosphatidylinositol 5-phosphate 4-kinase (PI5P4K); Phosphatidylinositol 5-phosphate 4-kinase type-2 alpha (Homo sapiens), P48426; PI5P4Kalpha enzyme, ADP-Glo luminescence, 60 min; hits give low values; max response, %; 330,000 compounds, 1.2% hits; AID 652105, 2013; active means max response of -50% or lower; inconclusive means between -30% and -50%; inactive means -30% or higher; further: value at the top dose of about 77 µM; on the % scale 0 is the no-effect control and ±100 the full control effect
Target sequence (P48426 whole entry, looked up): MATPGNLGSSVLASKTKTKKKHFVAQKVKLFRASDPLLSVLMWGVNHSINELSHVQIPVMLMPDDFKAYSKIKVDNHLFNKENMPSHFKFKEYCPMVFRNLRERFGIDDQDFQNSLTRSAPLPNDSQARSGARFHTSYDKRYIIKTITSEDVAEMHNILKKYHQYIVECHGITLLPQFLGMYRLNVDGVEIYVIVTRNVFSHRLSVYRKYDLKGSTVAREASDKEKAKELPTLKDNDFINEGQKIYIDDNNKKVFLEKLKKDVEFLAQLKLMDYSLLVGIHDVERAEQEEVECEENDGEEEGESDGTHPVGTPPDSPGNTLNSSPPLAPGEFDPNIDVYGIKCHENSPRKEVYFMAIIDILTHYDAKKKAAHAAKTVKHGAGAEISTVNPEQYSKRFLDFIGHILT
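Enzyme plus substrate dispensed, test compounds pinned in, then ATP (5 microM final) added. After 60 min at RT, ADP-Glo reagent 1 for 45 min and reagent 2 for 30 min preceded luminescence imaging.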
Numbers without * were called inactive; u = inconclusive; x = no result given; [ ] = remark or other dose. Unless noted, the call rests on the fitted dose curve; in most records, active means well fitted curve in the direction sought with a large enough effect; inconclusive means small, poorly fitted or top-dose-only effect, or another doubt; inactive means no such curve, though single readings can be large; an effect the other way counts as inactive or inconclusive. Not all compounds are listed; count on the stated rates, not on these rows.

molecule | IL-2 act | PI5P4K alpha inh | CCT chaperon mod | EPAC2 ag | WRN inhibitor | EPAC1 agonist | EPAC1 antagonist | PLK1 PBD block
O=c1c2sc3nc(N4CCOCC4)c4c(c3c2ncn1C(c1ccccc1)c1ccccc1)CCCC4 | 0.9 | 0 | 0.9 | 4% | -4% | 6% | 1% | 2%
Cc1cccc(OCC(=O)NC(=S)NNC(=O)c2ccncc2)c1 | -0.5 | -73* | -0.1 | 8% | u | 6% | -1% | 5.3µM*
O=C(CN(c1ccccc1)S(=O)(=O)c1ccccc1)N1CCN(Cc2ccc3c(c2)OCO3)CC1 | -1.1 | 5 | -2.0 | 19% | -7% | 9% | -19% | -10%
S=C(NCc1cccnc1)NCc1cccnc1 | -0.4 | 1 | -0.6 | -5% | -4% | -1% | 15% | 0%
Nc1ncc(Br)cc1S(=O)(=O)NCCC(=O)NCCc1ccc(Cl)cc1 | 0.2 | 3 | 0.3 | 6% | -4% | 11% | 10% | -8%
CC(C)[C@H](NS(=O)(=O)c1ccccc1)C(=O)OCC(=O)N1N=C(c2ccc(Cl)cc2)CC1c1ccco1 (stereo partly drawn) | -0.3 | u | 0.6 | 12% | u | 8% | -14% | -15%
COC(=O)c1ccc(CNC(=O)c2ccc(OCC(=O)N3CCOCC3)c(OC)c2)cc1 | 1.0 | -2 | 1.7 | 9% | -4% | 10% | -2% | -1%
CC(/C=N/NC(=O)CSc1nnc(SCc2ccccc2)s1)=C\c1ccco1 | 1.7 | u | -0.9 | 2% | -17% | 20% | 3% | -12%
O=c1c2cc(NC(=S)N3CCCCC3)ccc2nc2n1CCCCC2 | -1.3 | 4 | -3.2 | 1% | 1% | 2% | 13% | -7%
CCOC(=O)C1=C(C)N=C2SC(C(=O)OC)=CC(=O)N2C1c1cccc(OC)c1 (stereo not drawn) | 0.0 | 7 | 0.1 | 11% | -10% | 7% | -23% | -18%
CNS(=O)(=O)c1cc(NC(=O)c2cccc3cccnc23)ccc1C | 0.9 | -1 | -0.8 | 9% | 8% | 2% | 1% | -5%
O=C(COC(=O)c1ccccn1)NNC(=O)c1ccc(Br)cc1 | 0.2 | -3 | 0.8 | 0% | 11% | -6% | 21% | -4%
CSCCNC(=O)C1(C)CCN1C(=O)CCc1ccccc1 (stereo not drawn) | 1.5 | 3 | 2.7 | 8% | 5% | 5% | 2% | -3%
Cc1ccnc(NS(=O)(=O)c2ccc(NC(=O)c3cccc(Cl)c3)cc2)n1 | -1.0 | -12 | -0.7 | -2% | -1% | 3% | 9% | 3%
O=C(NCc1ccc2c(c1)OCO2)c1cc(-c2ccccn2)nc2ccccc12 | -3.5 | 2 | 1.3 | -4% | -21% | 6% | 9% | -5%
O=C1c2ccccc2[C@@H]2C[C@H](NC34CC5CC(CC(C5)C3)C4)[C@@H](O)CCN12 | -0.6 | -7 | -0.8 | 6% | 2% | -22% | 8% | -1%
CCc1c(O)nc(SCC(=O)Nc2nc3ccccc3s2)n(-c2ccccc2)c1=O | 3.2 | -10 | -3.7 | 2% | -23% | -1% | -6% | -2%
CCCC#Cc1ccc2c(c1)O[C@@H](CN(C)Cc1ccc3c(c1)OCO3)[C@H](C)CN([C@@H](C)CO)S2(=O)=O | -3.5 | 13 | -1.0 | -2% | -9% | -2% | -23% | -8%
CC(C)Nc1nnc(SCC(=O)NCc2ccc3c(c2)OCO3)s1 | 0.3 | 1 | 1.3 | 4% | -6% | 3% | 4% | -28%
Cc1cccc(NC(=S)NC(=O)C(c2ccccc2)c2ccccc2)n1 | -0.9 | 3 | -0.9 | 2% | 5% | -1% | -9% | -8%
Cc1ccc(S(=O)(=O)c2nc(-c3cccs3)oc2NCCCN(C)C)cc1 | -0.6 | 0 | -1.6 | -7% | -2% | 7% | -9% | -6%
Cc1ccc(S(=O)(=O)N2CCN(C(=O)CN3CCN(C)CC3)C2)cc1 | -1.4 | x | -1.8 | 6% | -7% | 9% | -6% | -10%
CCOC(=O)C1(C)NC(c2ccc(O)cc2)C2C(=O)N(c3ccccc3)C(=O)C21 (stereo not drawn) | -0.2 | 2 | 0.1 | 1% | 2% | -1% | -19% | -4%
CSc1cccc(NC(=O)CCNC(=O)c2ccco2)c1 | -5.1 | -5 | -5.0 | 3% | 6% | -1% | -18% | -14%
COc1cccc(N2CCN(C(=O)Nc3ccc4c(c3)NC(=O)CO4)CC2)c1 | -2.7 | -4 | -1.1 | -1% | -3% | -3% | -5% | -1%

Gathered by group: the compounds so far containing bromine (2)
molecule | IL-2 act | PI5P4K alpha inh | CCT chaperon mod | EPAC2 ag | WRN inhibitor | EPAC1 agonist | EPAC1 antagonist | PLK1 PBD block
Nc1ncc(Br)cc1S(=O)(=O)NCCC(=O)NCCc1ccc(Cl)cc1 | 0.2 | 3 | 0.3 | 6% | -4% | 11% | 10% | -8%
O=C(COC(=O)c1ccccn1)NNC(=O)c1ccc(Br)cc1 | 0.2 | -3 | 0.8 | 0% | 11% | -6% | 21% | -4%

Fetched by compound from above, five records:
molecule | IL-2 act | PI5P4K alpha inh | CCT chaperon mod | EPAC2 ag | WRN inhibitor | EPAC1 agonist | EPAC1 antagonist | PLK1 PBD block
CNS(=O)(=O)c1cc(NC(=O)c2cccc3cccnc23)ccc1C | 0.9 | -1 | -0.8 | 9% | 8% | 2% | 1% | -5%
CCc1c(O)nc(SCC(=O)Nc2nc3ccccc3s2)n(-c2ccccc2)c1=O | 3.2 | -10 | -3.7 | 2% | -23% | -1% | -6% | -2%
O=c1c2sc3nc(N4CCOCC4)c4c(c3c2ncn1C(c1ccccc1)c1ccccc1)CCCC4 | 0.9 | 0 | 0.9 | 4% | -4% | 6% | 1% | 2%
Cc1ccnc(NS(=O)(=O)c2ccc(NC(=O)c3cccc(Cl)c3)cc2)n1 | -1.0 | -12 | -0.7 | -2% | -1% | 3% | 9% | 3%
CC(C)Nc1nnc(SCC(=O)NCc2ccc3c(c2)OCO3)s1 | 0.3 | 1 | 1.3 | 4% | -6% | 3% | 4% | -28%

(cont.)
molecule | IL-2 act | PI5P4K alpha inh | CCT chaperon mod | EPAC2 ag | WRN inhibitor | EPAC1 agonist | EPAC1 antagonist | PLK1 PBD block
CCOc1ccccc1N(CC(=O)Nc1ccc(OC)cc1)S(=O)(=O)c1ccccc1 | 3.4 | -1 | 0.4 | 1% | -5% | 8% | -15% | 5%
CC(O)(c1ccc(F)c(F)c1)c1nc(/C=C/c2ccccc2)cs1 (stereo not drawn) | -0.2 | 2 | -3.0 | 7% | -7% | 16% | u | -8%
O=C(Nc1ccc(Cc2ccncc2)cc1)C1CC1 | -2.2 | x | -3.8 | 8% | -4% | 7% | 10% | -15%
O=C(Cn1nnc(-c2ccccc2NC(=O)c2cccs2)n1)Nc1ccccc1 | -0.6 | 29 | -17 | 0% | 4% | -12% | 2% | -2%
COc1ccc(CNC(=O)C2CCN(S(=O)(=O)c3c(C)noc3/C=C/N(C)C)CC2)cc1 | -1.0 | 0 | -3.1 | 10% | -5% | 4% | -1% | -18%
CC12COC3(P(=O)(c4ccccc4)c4ccccc4)CC1CCC23CP(=O)(c1ccccc1)c1ccccc1 (stereo not drawn) | -0.5 | -2 | 2.0 | 9% | -4% | -1% | -23% | 2%
O=C1C(=O)N(Cc2ccncc2)C(c2ccccc2F)/C1=C(\O)c1ccc2c(c1)OCCO2 (stereo not drawn) | -0.3 | -14 | -0.2 | 0% | 5% | -2% | 17% | -4%
COc1cccc(NC(=O)CN(C)C(=O)c2ccc(NC(=O)CC3SC(N4CCCCC4)=NC3=O)cc2)c1 (stereo not drawn) | -3.4 | 6 | -4.2 | 6% | 14% | -6% | 9% | -5%
O=C(OCCN1C(=O)c2ccccc2C1=O)[C@@H]1CC(O)CN1S(=O)(=O)c1ccccc1[N+](=O)[O-] (stereo partly drawn) | -0.1 | -3 | 1.3 | -6% | -2% | 4% | -7% | -9%
COc1ccc(S(=O)(=O)N2CCC(C(=O)N3CCN(c4ccccc4OC)CC3)CC2)cc1 | -0.6 | 6 | 2.6 | -83%[inhibitor][15.6 µM] | -3% | 0% | 0% | -2%
CCOc1ccc(CSC(=N)N)cc1Cl | 1.0 | 1 | -1.9 | 8% | -2% | 0% | -7% | -10%
Cn1cccc1C(=O)NC(=O)COC(=O)c1ccccc1O | 0.2 | -2 | -19 | -3% | -3% | -7% | -9% | 0%
CN(CC(=O)Nc1ccccc1C(=O)NC1CC1)Cc1ccco1 | 1.6 | 6 | -2.1 | 5% | -1% | 4% | -2% | -5%
COc1ccccc1CNC(=O)C(=O)Nc1ccc(C(=O)N2CCC(C)CC2)cc1 | 0.9 | -7 | 0.3 | 1% | 5% | 2% | -9% | 4%
OCCNCC(O)CN1c2ccccc2Sc2ccccc21 (stereo not drawn) | -0.1 | 20 | -1.8 | 7% | u | 1% | -7% | -10%
COc1cccc(CNC(=O)CCC2CCCN(C(=O)c3ccccc3N(C)C)C2)c1 (stereo not drawn) | -4.6 | 9 | 0.8 | -1% | -28% | 3% | 6% | -5%
O=[N+]([O-])c1ccccc1S(=O)(=O)N/C(=N/S(=O)(=O)c1ccccc1)c1ccccc1 | -0.2 | -3 | -1.3 | 8% | -3% | 4% | 1% | -3%
CC(=O)Oc1ccc2c(c1)OC(c1ccccc1)CC21CC(C)(C)NC(=O)N1 (stereo not drawn) | 0.2 | 4 | -4.9 | -3% | -1% | 0% | -1% | -4%
N#Cc1ccc(OCC(=O)NCCCN2CCCC2=O)cc1 | -1.6 | -3 | 0.6 | 2% | 9% | 6% | -11% | 8%
CN1CCC(=O)N(CCSc2ccccc2)CC1 | -1.1 | 4 | -1.3 | 1% | -6% | -6% | -3% | -1%
COc1ccccc1-c1ccc(SCC(=O)Nc2cc(C)on2)nn1 | -2.4 | -10 | -0.9 | 2% | -34% | 14% | -10% | -16%
COCCn1c(N2CCCC2)nc2c1c(=O)[nH]c(=O)n2C | 1.5 | 8 | -1.4 | 7% | -23% | 11% | 0% | -5%
COC(=O)c1c(C(=O)OC)c(-c2cccc(C)c2)n2c1CS(=O)(=O)C2 | -0.3 | 6 | -2.1 | 0% | -7% | 2% | 11% | -5%

Assay outcomes from PubChem.
